# Screens as filed in PubChem.
# L major viab = Leishmania major promastigote growth inhibition; hit rate 9% among 200,000; inhibition, % at 10 µM; Leishmania major promastigotes, resazurin fluorescence viability; AID 1063; in the data active = inhibition above about 50%;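 also: promastigotes grown with compound for 44 hours at 28 °C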
# PMI act satM6P = increases human PMI activity with near-saturating mannose 6-phosphate | P34949 | coupled PMI enzyme assay, resazurin fluorescence, 20 min; active compounds read high; 1 = untreated enzyme, 0 = substrate-free blank | activation factor at 20 µM | hit rate 0.34% among 190,000 | AID 1216;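 active = activation factor of 2 or more at 20 µM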
# Target sequence (P34949 whole entry, looked up): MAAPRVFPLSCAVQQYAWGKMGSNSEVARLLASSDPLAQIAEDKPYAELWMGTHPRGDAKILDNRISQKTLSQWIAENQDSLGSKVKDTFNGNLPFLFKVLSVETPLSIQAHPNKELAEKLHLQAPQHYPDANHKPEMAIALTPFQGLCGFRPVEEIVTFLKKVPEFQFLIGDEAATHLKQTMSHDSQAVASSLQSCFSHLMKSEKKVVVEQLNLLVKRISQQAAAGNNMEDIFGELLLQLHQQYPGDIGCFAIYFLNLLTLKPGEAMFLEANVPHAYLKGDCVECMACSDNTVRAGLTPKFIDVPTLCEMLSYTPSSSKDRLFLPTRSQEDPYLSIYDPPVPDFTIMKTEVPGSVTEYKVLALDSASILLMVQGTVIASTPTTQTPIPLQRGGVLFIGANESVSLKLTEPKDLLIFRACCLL
#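 Test system: human phosphomannose isomerase with PGI, G6PDH, diaphorase coupling enzymes; amount: 15 ng/mL PMI; incubation: enzyme reaction with compound 20 min at room temperature; technique: resorufin fluorescence (Ex 544/Em 590 nm) from resazurin via diaphorase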
# TNAP inh no acc = blocks human TNAP activity with no phosphate acceptor present; purified TNAP, CDP-star luminescence, 30 min; inhibition, % at 20 µM; P05186; hit rate 0.26% among 200,000;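 active = tissue-nonspecific alkaline phosphatase inhibition above about 50% at 20 µM in the single-dose screen, limit read from the data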;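 also: 0% = DMSO negative control and 100% = EDTA positive control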
# Target sequence (P05186 whole entry, looked up): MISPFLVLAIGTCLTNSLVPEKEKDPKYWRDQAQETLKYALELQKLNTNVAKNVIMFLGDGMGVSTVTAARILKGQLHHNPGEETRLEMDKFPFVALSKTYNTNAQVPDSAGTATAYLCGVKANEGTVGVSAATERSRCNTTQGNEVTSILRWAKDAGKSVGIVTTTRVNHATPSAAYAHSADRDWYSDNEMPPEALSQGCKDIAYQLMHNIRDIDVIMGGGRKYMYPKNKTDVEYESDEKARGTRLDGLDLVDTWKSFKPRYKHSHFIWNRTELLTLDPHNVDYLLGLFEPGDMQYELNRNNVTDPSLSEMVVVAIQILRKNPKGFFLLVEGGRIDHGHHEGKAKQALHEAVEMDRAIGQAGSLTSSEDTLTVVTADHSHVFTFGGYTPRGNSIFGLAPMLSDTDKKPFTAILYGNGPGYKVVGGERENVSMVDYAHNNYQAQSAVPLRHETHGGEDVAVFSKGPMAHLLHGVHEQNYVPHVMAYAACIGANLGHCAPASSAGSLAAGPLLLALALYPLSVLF
# Diaph inh CS = diaphorase inhibition or chemical oxidation counter-screen; diaphorase resazurin-to-resorufin fluorescence, NADH, 16 min; bacterial (C. kluyveri) enzyme, not human; inhibition, % at 20 µM; hit rate 0.69% among 190,000;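 active = primary screen inhibition at 20 µM above a set limit, cut at about 50% in these data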;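 also: plate controls were DMSO with full reaction for no effect and wells lacking NADH for full effect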
#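 System: Diaphorase enzyme from Clostridium kluyveri | Amount: Enzyme working solution with 0.14 U/mL diaphorase | Benchmarks: No-NADH positive control and DMSO neutral control | Signal: Fluorescence of resorufin formed from resazurin, Ex 544/Em 590 nm | Schedule: 16-min room-temperature incubation before reading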
# Diaph act CS = diaphorase activation or chemical reduction counter-screen; activation factor at 20 µM; Diaphorase/resazurin coupled assay, resorufin fluorescence, 16 min; active compounds read high; 1 = vehicle wells, 0 = NADH-free wells; hit rate 0.005% among 190,000; AID 1229;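 active = diaphorase activity raised at least twofold by the compound at 20 µM; inactive = activation factor below 2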
#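 Material: purified diaphorase enzyme from Clostridium kluyveri / Medium: HEPES pH 7.4 buffer with MgCl2 and Tween 20 / Schedule: enzyme reaction of 16 min at room temperature / Measured by: resorufin fluorescence, excitation 544 nm, emission 590 nm / Evaluation: rise in resorufin formation, marking diaphorase activation or chemical reduction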
# TNAP inh hi DEA = inhibitors of human TNAP at high phosphate acceptor concentration | purified TNAP, CDP-star luminescence, 1 M DEA | inhibition, % at 20 µM | P05186 | hit rate 0.03% among 200,000;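 active = over 50% inhibition of tissue-nonspecific alkaline phosphatase at 20 µM in the single-dose screen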;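 also: plate controls were DMSO wells for no effect and EDTA-quenched wells as full inhibition for full effect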
# bIAP activator = intestinal alkaline phosphatase (bovine) activation; purified bovine IAP, CDP-star luminescence, 30 min; active compounds read high; fold of DMSO-control signal, blank-subtracted; activation factor at 20 µM; hit rate 0.17% among 200,000; AID 1016;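 active = activation factor of 2 or more at 20 µM, a signal rise over negative controls twice the positive control's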
# PMI activator = increases human mannose-6-phosphate isomerase activity. purified human PMI, coupled resazurin fluorescence, 20 min; active compounds read high; 1 = vehicle control, 0 substrate-free wells. hit rate 0.005% among 190,000. P34949. activation factor at 20 µM;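 active = activation factor of 2 or more at 20 µM, relative to plate controls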
# bIAP inh = intestinal alkaline phosphatase (bovine) inhibition | 190,000 tested, under 10 active | inhibition, % at 20 µM | AID 1019 | purified bovine IAP, CDP-star luminescence, 30 min;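 active = over 50% inhibition of intestinal alkaline phosphatase at 20 µM in the single-dose screen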
#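 Incubation: 30 min reaction at room temperature / Material: purified bovine intestinal alkaline phosphatase (IAP) enzyme / Input: enzyme at 1/65,000,000 dilution / Dosing: 20 µM single dose / Signal: CDP-star luminescence signal / Reagent: CDP-star chemiluminescent phosphatase substrate, 30 µM final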
# TNAP act hiacc = increases human TNAP activity under high phosphate acceptor concentration | purified TNAP, CDP-star luminescence, 1 M DEA, 30 min; active compounds read high; 0 = EDTA background, 1 = DMSO-only activity | AID 1136 | activation factor at 20 µM | P05186 | 200,000 tested, under 10 active;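 active = activation factor at least 2 at 20 µM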
#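 system = human TNAP | amount = enzyme diluted 1/800 final | reagent = 100 µM CDP-star substrate | signal = luminescent substrate turnover signal | dosing = one dose, 20 µM | benchmarks = EDTA negative control, DMSO positive control | measure = activation factor | timing = 30 min reaction, room temperature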
# Active calls of the source: *.
# The first two compounds, to show the layout:
cpd	SMILES	PMI activator	TNAP act hiacc	TNAP inh no acc	Diaph act CS	bIAP inh	Diaph inh CS	TNAP inh hi DEA	L major viab	PMI act satM6P	bIAP activator
1	O=C(NC1CCCC1)C(c1ccncc1)N(Cc1ccco1)C(=O)c1ccc(-c2ccccc2)[nH]1 (stereo unspecified)	1.1	1	-5.4	0.8	-2.3	23.2	1.4	93.9*	1	1
2	COC(=O)C1CCN(S(=O)(=O)c2c(C)n(C)c(=O)n(C)c2=O)CC1	1	1	-4.4	1	3.5	-3.7	-3.8	-2.9	1	1

# Main list, previewed entries included:
cpd	SMILES	PMI activator	TNAP act hiacc	TNAP inh no acc	Diaph act CS	bIAP inh	Diaph inh CS	TNAP inh hi DEA	L major viab	PMI act satM6P	bIAP activator
1	O=C(NC1CCCC1)C(c1ccncc1)N(Cc1ccco1)C(=O)c1ccc(-c2ccccc2)[nH]1 (stereo unspecified)	1.1	1	-5.4	0.8	-2.3	23.2	1.4	93.9*	1	1
2	COC(=O)C1CCN(S(=O)(=O)c2c(C)n(C)c(=O)n(C)c2=O)CC1	1	1	-4.4	1	3.5	-3.7	-3.8	-2.9	1	1
3	O=C(c1cccc(F)c1)N1CCc2ccccc21	0.8	1	-7.9	0.8	5.5	15.0	-1.0	-8.3	0.9	0.9
4	CCc1nc(OCCN(C)C)c2oc3ccccc3c2n1	1.2	1	-13.8	1	4.0	-4.8	-0.2	6.5	1.2	1
5	Clc1ccc(-c2csc3ncnc(Cl)c23)cc1	1.1	1.1	-2.4	0.9	3.3	14.8	-5.3	20.1	1.1	1
6	CCOc1ccc2noc3c2c1C(=O)c1ccccc1-3	0.7	0.9	2.7	0.7	5.1	29.5	9.3	3.2	0.8	0.9
7	Cc1sc(NC(=O)C2CCCCC2C(=O)O)c(C(N)=O)c1C (stereo unspecified)	1.1	1	-14.8	1	-6.3	-3.2	-3.6	-4.7	1.1	1.1
8	COc1ccc(N2CCN(c3nc(Nc4ccc(F)cc4)nc(OC)n3)CC2)cc1	0.9	1	4.7	0.9	5.8	13.6	-0.4	-5.4	1	0.9
9	CCC1C(=O)N=C(SCC(=O)NC2CCCCC2)NC1=O (stereo unspecified)	1	1	-2.3	1	0.9	3.2	0.9	-7.0	1	1
10	O=C(Nc1ccc2c(c1)OCCO2)C1CCCN(S(=O)(=O)c2cnc[nH]2)C1 (stereo unspecified)	0.9	1	-2.7	0.9	14.1	13.8	-3.7	-4.4	0.9	0.9
11	CCOC(=O)n1cc(-c2cnc(CNC(=O)C(C)(c3ccccc3)c3ccccc3)o2)c2ccccc21	0.9	1	-4.8	0.9	38.3	13.7	-0.3	1.9	0.9	0.6
12	O=S(=O)(N/N=C/c1cn(Cc2ccccc2)c2ccccc12)c1ccccc1	0.8	1.1	-10.8	0.7	9.3	33.0	-7.0	27.4	0.8	0.9
13	Cc1onc(-c2ccccc2Cl)c1C(=O)NC(=S)Nc1ccccc1F	0.9	1	0.6	1	20.6	-2.2	-3.5	41.1	0.9	0.8
14	Cc1c(-c2ccccc2)nc2ccccc2c1C(=O)O	1	1.1	-15.6	0.9	10.2	13.5	-7.6	-8.2	1.1	0.9
15	CCC/C=C(\CCC)C(NC(=O)Cc1ccccc1)c1ccc(C(=O)OC)cc1 (stereo unspecified)	0.9	1.1	-11.7	0.7	15.6	26.6	-6.6	-2.1	1	0.8
16	CCOC(=O)CN1C(=O)S/C(=C/C=C/c2ccc(N(C)C)cc2)C1=O	0.9	0.8	1.6	0.9	27.8	10.2	17.9	-4.3	0.9	0.7
17	CCCN(CCC)C(=O)COc1cc(=O)n(CC)c2ccccc12	0.8	1	-3.6	0.8	3.4	20.2	-0.8	-7.8	0.9	1
18	O=C(CSc1nc2cc(Cl)ccc2s1)c1cc2ccccc2o1	1.2	1.1	-2.6	1	37.3	-0.4	-5.8	-4.7	1.3	0.6
19	FC(F)(F)c1cc(-c2cccs2)nc2cc(-c3ccccc3)nn12	0.9	1	-6.3	1	5.0	1.4	0.4	5.4	1	0.9
20	Cc1ccc(N2CSC3=C(C#N)C(c4cccs4)CC(=O)N3C2)cc1 (stereo unspecified)	1.3	1	-11.6	0.5	16.7	46.0	-1.3	1.7	1.7	0.8
21	Cc1ccc(C(=O)NCCNC(=O)c2ccccc2)cc1	1	1	-4.9	1	1.8	4.5	1.9	30.8	1	1
22	Nc1ncnc(Oc2cccc3cccnc23)c1[N+](=O)[O-]	1	1	-16.1	0.9	0.2	7.8	-2.8	96.3*	0.8	1
23	CCCc1cc(C(=O)Cc2ccc(F)cc2)c(O)cc1O	0.8	1	0.2	0.8	4.0	20.4	2.5	-1.9	0.9	1
24	N/C(=N\OC(=O)CCC1CCCC1)c1ccccc1	1	1	-9.8	1.1	9.5	-9.3	-3.9	1.0	1	0.9
25	c1ccc(C2OCC3(CO2)COC(c2ccccc2)OC3)cc1 (stereo unspecified)	1	1	-9.1	1.1	-3.1	-8.2	-4.7	-5.0	1	1
26	O=C1c2ccc(Oc3ccc4c(c3)C(=O)N(CCCCO)C4=O)cc2C(=O)N1CCCCO	0.9	1	-8.7	0.8	-3.2	17.1	-1.8	-3.8	0.9	1
27	CCn1c(=O)c(C(=O)NCc2ccc(OC)c(OC)c2)c(O)c2ccccc21	1	1.1	-7.3	0.7	-0.9	33.4	-8.4	83.6*	1.1	1
28	Cc1nn(-c2ccccc2)c2ncc(C(=O)c3cc(Cl)ccc3O)cc12	1	1	-10.7	0.9	-0.3	13.5	1.4	40.4	1	1
29	COc1ccc(-c2nc(-c3ccncc3)no2)cc1OC	0.9	1.1	-14.7	0.9	-5.1	8.9	-5.1	-3.0	0.9	1.1
30	Cc1ccc(/C=C2/NC(=O)N(Cc3ccccc3F)C2=O)o1	1.1	1	-9.9	1	-4.0	4.6	1.8	-5.1	1.1	1
31	COc1ccc([N+](=O)[O-])cc1NC(=O)CCN1CCN(c2ccccc2OC)CC1	0.9	1	-7.4	0.9	9.6	12.5	2.9	-2.5	1	0.9
32	CCOc1cc(/C=C2/C(=N)N3OC(C)=CC3=NC2=O)ccc1OC	1	1	-5.8	1	-3.2	2.8	1.4	2.6	1	1
33	Cc1ccccc1N/N=C1\CCCNC1=O	1	0.9	0.5	0.9	10.0	7.5	5.8	-6.7	1	0.9
34	CN(CC(=O)NCCc1ccccc1)S(=O)(=O)c1ccc(Br)cc1	0.9	1	-11.0	0.8	4.6	22.6	-2.3	-3.5	0.7	1
35	COc1ccc2c(c1)CCc1c(C(=O)NCCN3CCOCC3)noc1-2	0.9	1	-11.5	0.9	8.3	11.7	-4.3	0.5	1	0.9
36	Cc1ccc(NC(=S)NNC(=O)c2ccc(N3CCOCC3)c([N+](=O)[O-])c2)cc1Cl	0.9	0.9	-99.0	0.8	-3.5	17.1	8.3	25.1	1	1
37	COc1ccccc1Nc1nc(N)nc(CSc2nc(C)cc(C)n2)n1	1	1	-9.9	1	-7.4	2.6	-3.1	11.2	1	1.1
38	CN(CC(=O)O)c1ccc(C(F)(F)F)cc1[N+](=O)[O-]	1.1	1	2.3	1.2	-11.9	-22.5	2.4	-3.7	1	1.1

# Ordered by SMILES length (lowest first): 13 of the compounds above.
cpd	SMILES	PMI activator	TNAP act hiacc	TNAP inh no acc	Diaph act CS	bIAP inh	Diaph inh CS	TNAP inh hi DEA	L major viab	PMI act satM6P	bIAP activator
33	Cc1ccccc1N/N=C1\CCCNC1=O	1	0.9	0.5	0.9	10.0	7.5	5.8	-6.7	1	0.9
24	N/C(=N\OC(=O)CCC1CCCC1)c1ccccc1	1	1	-9.8	1.1	9.5	-9.3	-3.9	1.0	1	0.9
29	COc1ccc(-c2nc(-c3ccncc3)no2)cc1OC	0.9	1.1	-14.7	0.9	-5.1	8.9	-5.1	-3.0	0.9	1.1
23	CCCc1cc(C(=O)Cc2ccc(F)cc2)c(O)cc1O	0.8	1	0.2	0.8	4.0	20.4	2.5	-1.9	0.9	1
30	Cc1ccc(/C=C2/NC(=O)N(Cc3ccccc3F)C2=O)o1	1.1	1	-9.9	1	-4.0	4.6	1.8	-5.1	1.1	1
37	COc1ccccc1Nc1nc(N)nc(CSc2nc(C)cc(C)n2)n1	1	1	-9.9	1	-7.4	2.6	-3.1	11.2	1	1.1
38	CN(CC(=O)O)c1ccc(C(F)(F)F)cc1[N+](=O)[O-]	1.1	1	2.3	1.2	-11.9	-22.5	2.4	-3.7	1	1.1
34	CN(CC(=O)NCCc1ccccc1)S(=O)(=O)c1ccc(Br)cc1	0.9	1	-11.0	0.8	4.6	22.6	-2.3	-3.5	0.7	1
32	CCOc1cc(/C=C2/C(=N)N3OC(C)=CC3=NC2=O)ccc1OC	1	1	-5.8	1	-3.2	2.8	1.4	2.6	1	1
28	Cc1nn(-c2ccccc2)c2ncc(C(=O)c3cc(Cl)ccc3O)cc12	1	1	-10.7	0.9	-0.3	13.5	1.4	40.4	1	1
27	CCn1c(=O)c(C(=O)NCc2ccc(OC)c(OC)c2)c(O)c2ccccc21	1	1.1	-7.3	0.7	-0.9	33.4	-8.4	83.6*	1.1	1
31	COc1ccc([N+](=O)[O-])cc1NC(=O)CCN1CCN(c2ccccc2OC)CC1	0.9	1	-7.4	0.9	9.6	12.5	2.9	-2.5	1	0.9
36	Cc1ccc(NC(=S)NNC(=O)c2ccc(N3CCOCC3)c([N+](=O)[O-])c2)cc1Cl	0.9	0.9	-99.0	0.8	-3.5	17.1	8.3	25.1	1	1

# Compounds as they come. Share with any hit: about 10%.
